FBW7 activator: FBW7 E3 ligase activators, primary screen, biochemical, AlphaScreen, human; F-box/WD repeat-containing protein 7 (Homo sapiens), Q969H0; AlphaScreen FBW7–phospho-cyclin E peptide binding, activator screen; normalized activity (activation), % at 26.1 µM; 650,000 tested, 0.13% active; AID 1259310, 2017; in the data active means normalized activity above about 1.9%;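 further: purified mutant Fbw7 with reduced substrate affinity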
Target sequence (Q969H0 whole entry, looked up): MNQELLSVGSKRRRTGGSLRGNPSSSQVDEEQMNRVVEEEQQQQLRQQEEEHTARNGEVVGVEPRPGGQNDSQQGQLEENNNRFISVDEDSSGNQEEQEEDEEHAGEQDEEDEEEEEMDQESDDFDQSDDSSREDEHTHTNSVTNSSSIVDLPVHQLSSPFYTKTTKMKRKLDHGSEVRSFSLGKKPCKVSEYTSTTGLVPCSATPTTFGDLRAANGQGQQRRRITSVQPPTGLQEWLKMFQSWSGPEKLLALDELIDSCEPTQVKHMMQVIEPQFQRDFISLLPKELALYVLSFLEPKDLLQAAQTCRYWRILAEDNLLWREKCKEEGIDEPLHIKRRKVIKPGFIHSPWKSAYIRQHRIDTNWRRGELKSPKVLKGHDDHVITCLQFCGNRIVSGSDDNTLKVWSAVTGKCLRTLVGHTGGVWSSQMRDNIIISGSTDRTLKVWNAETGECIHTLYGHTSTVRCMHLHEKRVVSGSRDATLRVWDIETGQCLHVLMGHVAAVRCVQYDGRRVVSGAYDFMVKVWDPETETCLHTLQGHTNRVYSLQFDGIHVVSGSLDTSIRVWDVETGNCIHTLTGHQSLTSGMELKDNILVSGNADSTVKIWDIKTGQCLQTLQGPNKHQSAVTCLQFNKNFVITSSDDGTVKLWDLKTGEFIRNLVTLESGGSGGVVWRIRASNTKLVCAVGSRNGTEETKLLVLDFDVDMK
GPR151 ag: activators of human GPR151, primary screen, cell-based, PathHunter beta-arrestin, luminescence; AID 1508602, 2020; activation, % at 11.2 µM; 650,000 tested, 1% active; G-protein coupled receptor 151 (Homo sapiens), Q8TDV0; PathHunter beta-arrestin GPR151 cells; in the data active means activation above about 4.9%;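 further: 0% = median of compound wells and 100% = cells with positive control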
Target sequence (Q8TDV0 whole entry, looked up): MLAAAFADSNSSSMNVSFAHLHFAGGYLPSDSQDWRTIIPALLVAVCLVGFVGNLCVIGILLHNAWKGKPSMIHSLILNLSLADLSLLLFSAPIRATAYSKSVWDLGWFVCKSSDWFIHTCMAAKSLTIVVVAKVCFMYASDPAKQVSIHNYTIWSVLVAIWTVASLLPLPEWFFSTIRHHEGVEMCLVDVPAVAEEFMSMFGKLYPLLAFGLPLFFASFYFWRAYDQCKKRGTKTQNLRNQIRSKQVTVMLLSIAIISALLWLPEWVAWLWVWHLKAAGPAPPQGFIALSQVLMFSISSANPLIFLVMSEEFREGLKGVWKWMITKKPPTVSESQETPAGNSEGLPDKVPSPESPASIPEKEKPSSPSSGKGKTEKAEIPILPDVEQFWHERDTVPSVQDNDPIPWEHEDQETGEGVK
MITF primary: MITF inhibitors, primary screen, biochemical, AlphaScreen, human | Microphthalmia-associated transcription factor (Homo sapiens), O75030 | AlphaScreen MITF homodimerization, bead proximity signal | inhibition, % at 2.6 µM | 650,000 tested, 0.91% active | AID 1259374, 2018; in the data active means inhibition above about 50%;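 further: 0% = vehicle wells with protein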
TEAD-YAP block: TEAD-YAP interaction inhibition, primary screen, TEAD-YAP interaction inhibitor project, luminescence, HEK-TIYL cells; TEAD-Gal4/YAP UAS-luciferase luminescence; inhibition, % at 9.12 µM; 640,000 tested, 1.4% active; in the data active means inhibition above about 32%;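 further: 0% = median of test compound wells and 100% = reference inhibitor wells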
An asterisk follows results filed as active.

SMILES	FBW7 activator	GPR151 ag	MITF primary	TEAD-YAP block
CCOc1ccc(/C=N/NC(=O)CNS(=O)(=O)N2CCOCC2)cc1	0.9	1.6	17	9
COc1ccc(/C=N/NC(=S)NCc2ccccc2)cc1OC	0.1	1.0	6	2
COCCCNc1c2c3c(cccc3[nH]c1=O)C(=O)c1ccccc1-2	0.0	2.5	-5	32
CC1(O)CC2C(CC1OC(=O)c1ccco1)C2(C)C (stereo unspecified)	0.1	0.4	5	0
CC(=O)c1ccc(NC(=O)CCCCC(=O)Nc2ccc(C(C)=O)cc2)cc1	0.4	0.5	24	1
CCCCNC(=O)NN(C(=O)c1ccccc1N)C(C)(C)C	0.1	1.2	1	2
Cc1nc2nc(CNC(=O)OC(C)(C)C)nn2c(C)c1CCC(=O)Nc1ccccc1F	0.0	0.1	-5	-12
CCCNc1cc(C)nc(NCc2cccnc2)n1	0.5	1.6	15	-13
O=S(=O)(Nc1ccc(-n2cnnn2)cc1)c1ccc2c(c1)OCCO2	0.1	-0.5	6	-2
COc1ccccc1C(c1nnnn1CCC(C)C)N1CCN(C)CC1 (stereo unspecified)	-0.2	-0.6	-4	6
CCOC(=O)c1ccc(-n2c(C)cc(/C=N/O)c2C)cc1	0.0	-0.2	-3	0
COc1cc(OC)c(-c2nc3cnccn3c2NCc2cccs2)cc1OC	0.2	-0.2	-11	1
COc1cccn2c(C(=O)NCc3cccc(Cl)c3)c(C(F)(F)F)nc12	0.0	0.8	13	7
CCOc1ccccc1Nc1nc(-c2cc3ccccc3oc2=O)cs1	0.3	-1.2	-10	9
COc1cccc(-c2cnn3ccc(Nc4cccc(Cl)c4)nc23)c1	0.3	1.0	-8	-6
O=C(Cc1noc2ccccc12)Nc1cccnc1Cl	0.1	0.1	0	-5
CCN(CC)C(=O)C1CCCN(c2nc(Nc3ccccc3)c3ncn(C(C)C)c3n2)C1 (stereo unspecified)	-0.1	-0.6	14	24
COc1cccc(CN2CCNC(=O)C2CC(=O)N2CCOCC2)c1OC (stereo unspecified)	-0.2	-0.9	-14	-6
COc1ccc(NC(=O)C2c3ccccc3C(=O)N(C3CCCCC3)C2c2ccc(OC)cc2)cc1 (stereo unspecified)	0.0	0.2	-7	-4
CCOc1ccc(C(=O)Nc2ccccc2N2CCN(S(C)(=O)=O)CC2)cc1[N+](=O)[O-]	-0.1	4.0	3	4
CN(C)S(=O)(=O)c1ccc(S(=O)(=O)N2CCN(C=O)CC2)cc1	0.9	-1.6	5	15
Cc1ccc(CNS(=O)(=O)c2ccc(F)c(C(=O)O)c2)cc1	0.0	0.1	4	-4
COc1cccc(CN2CCCC(CNC(=O)c3ccc(F)cc3)C2)c1OC (stereo unspecified)	0.0	1.2	-13	6
O=C(O)c1ccccc1OCCCCOc1cccc2cccnc12	0.3	-0.1	-10	3
O=C(NNC(=O)C1Cc2ccccc2CN1C(=O)c1ccco1)c1ccc(Cl)cc1 (stereo unspecified)	-0.1	1.4	1	9
O=C(COc1ccc(Br)cc1)Nc1cccc(O)c1	-0.1	-0.2	-3	-37
C[C@@H](Cn1nnc2ccccc21)NC(=O)CN1Cc2ccccc2C1=O	-0.1	-0.2	14	-3
CCn1c(C(=O)NCCCOC)cc2sccc21	-0.1	-1.7	5	-3
CSc1nnc(-c2c[nH]c3ccccc23)n1C	0.1	-1.0	0	-19
O=C(CN(Cc1ccccc1)S(=O)(=O)c1ccccc1)Nc1ccc2c(c1)OCO2	-0.1	0.9	-12	12
CC(=O)Nc1ccc2nc(SCC(=O)N3CCCCC3)sc2c1	0.5	-0.3	15	-4
O=C(CSc1nc(Nc2ccc(F)cc2)c2ccccc2n1)NCC1CCCO1 (stereo unspecified)	0.9	1.4	8	-3
CCOc1ccc(CNC(=O)CCc2cn(C)c3ccccc23)cc1OC	0.8	0.3	10	0
O=C1CC(N2CCN(Cc3ccccc3)CC2)C(=O)N1c1ccc(I)cc1 (stereo unspecified)	-0.1	-0.3	-11	1
COC(=O)C(O)c1ccccc1 (stereo unspecified)	-0.1	0.8	3	-3
O=C(Nc1ccc(Cl)c(Cl)c1)c1cc2nc(-c3ccc(Cl)cc3)cc(C(F)(F)F)n2n1	-0.1	0.5	12	1
O=c1cc(CO)oc(C(c2ccc(F)cc2)c2oc(CO)cc(=O)c2O)c1O	-0.1	0.8	-2	5
CCN(CC)C(=O)C1CCCN(c2nc(NCCCN3CCCC3=O)c3ncn(Cc4ccc(C(F)(F)F)cc4)c3n2)C1 (stereo unspecified)	-0.1	0.1	-6	-10
CCOc1ccccc1-n1c(SCC(=O)N(C)C)nnc1-c1ccco1	1.6	-1.1	-6	1
O=C(COC(=O)c1ccc([N+](=O)[O-])o1)NC1CCCCCC1	0.1	0.7	-1	-2
COc1ccc(CCNC(=O)C2CCN(C(=O)c3ccc(Br)cc3)CC2)cc1	0.1	-1.4	-4	-2
N#Cc1c(NC(=O)c2cc3nc(-c4ccccc4)cc(C(F)(F)F)n3n2)sc2c1CCCC2	-0.1	-1.4	7	9
COc1cc(C2Nc3ccccc3NC3=C2C(=O)CC(c2ccccc2Cl)C3)cc([N+](=O)[O-])c1O (stereo unspecified)	0.1	-1.3	19	2
Cc1scc(CN2CCN(c3ccccn3)CC2)c1C	-0.3	2.0	-3	2
COC(=O)c1ccc(/C=N/N=C(\N)c2nonc2N)cc1	-0.2	-8.3	-3	-62
CCOC(=O)Cc1csc(NC(=O)c2cc3nc(-c4cccs4)cc(C(F)(F)F)n3n2)n1	0.5	-0.4	-6	-8
O=C(c1ccc2cncc(-c3ccccc3)c2n1)N1CCC(O)CC1	-0.8	-0.3	6	51*
O=C(Cc1csc(N2CCOCC2)n1)NNC(=S)Nc1ccc(Cl)cc1Cl	0.2	-0.7	17	-3
CCc1nn(CC(=O)NCCCN2CCCCC2)c(=O)c2cc3sc(C)cc3n12	0.1	0.2	1	-8
N#CC1=C(N)Oc2cc(N)ccc2C12C(=O)Nc1ccc(Br)cc12 (stereo unspecified)	-0.2	1.9	-2	-12
New compounds follow.
SMILES	FBW7 activator	GPR151 ag	MITF primary	TEAD-YAP block
CCC(C)NC(=O)C1CCN(S(=O)(=O)CC)CC1 (stereo unspecified)	0.1	0.3	3	4
COc1cc(/C=c2\sc3nc(-c4ccc(Cl)cc4)nn3c2=O)ccc1OCc1ccccc1	0.0	-0.9	14	10
O=C(NCCCCNC(=O)c1ccc(F)cc1)c1ccc(F)cc1	0.0	0.8	-4	12
CC1CCCC(NC(=O)C2N(C3CC3)C(=O)C3C(C(=O)Nc4ccc(Cl)cc4)C4C=CC32O4)C1C (stereo unspecified)	0.1	0.7	9	2
O=C(Nc1ccc(N2CCC(NCCN3CCNC3=O)CC2)cc1)C1CCCC1	0.1	6.3*	1	-13
COc1ccc(NC(=O)c2sc3ncnc(N4CCC(C)CC4)c3c2C)c(OC)c1	0.0	-0.3	1	-3
COc1ccc(-c2ccc(=O)n(CC(=O)NCC3CC3)n2)cc1	0.1	2.8	13	0
CN1C(=O)[C@H]2CN(C(=O)c3cc(Cl)cc(Cl)c3)CCN2C(=O)[C@@H]1CO	0.7	-0.7	14	-3
Cc1ccc(-n2nc3ccc(NC(=S)NC(=O)c4ccccc4Cl)cc3n2)cc1Cl	0.0	1.5	1	7
COc1ccc2c(c1)C(C)CC(C)(C)N2C(=O)CSc1ncn[nH]1 (stereo unspecified)	0.4	0.9	-3	6

Fetched by compound from the list above:
SMILES	FBW7 activator	GPR151 ag	MITF primary	TEAD-YAP block
COc1ccc(NC(=O)c2sc3ncnc(N4CCC(C)CC4)c3c2C)c(OC)c1	0.0	-0.3	1	-3
COc1ccc2c(c1)C(C)CC(C)(C)N2C(=O)CSc1ncn[nH]1 (stereo unspecified)	0.4	0.9	-3	6
CN1C(=O)[C@H]2CN(C(=O)c3cc(Cl)cc(Cl)c3)CCN2C(=O)[C@@H]1CO	0.7	-0.7	14	-3
Cc1ccc(-n2nc3ccc(NC(=S)NC(=O)c4ccccc4Cl)cc3n2)cc1Cl	0.0	1.5	1	7
CCC(C)NC(=O)C1CCN(S(=O)(=O)CC)CC1 (stereo unspecified)	0.1	0.3	3	4

2 compounds from above with just GPR151 ag, FBW7 activator and MITF primary.
mol | GPR151 ag | FBW7 activator | MITF primary
CC(=O)Nc1ccc2nc(SCC(=O)N3CCCCC3)sc2c1 | -0.3 | 0.5 | 15
O=C(CN(Cc1ccccc1)S(=O)(=O)c1ccccc1)Nc1ccc2c(c1)OCO2 | 0.9 | -0.1 | -12

(listing goes on)
SMILES	FBW7 activator	GPR151 ag	MITF primary	TEAD-YAP block
CN1C(=O)C2(/C(=C(\O)c3ccccc3)C(=O)C(=O)N2CCN2CCOCC2)c2ccccc21 (stereo unspecified)	0.1	-0.6	13	-4
O=C(CN1C(=O)CSC1=O)CN1C(=O)CSC1=O	0.4	0.2	21	16
O=C(NCC1CCC2(CCN(C(=O)c3ccncc3)CC2)O1)c1ccc2[nH]ccc2c1 (stereo unspecified)	0.0	8.0*	-5	5
Cc1ccccc1C(=O)NCc1cccnc1	-0.1	0.8	6	-2
COCCCNCCOCCOc1ccc(C(C)C)cc1	-0.1	0.0	30	-3
CCOC(=O)c1cnc2c(C)cc(Cl)cc2c1Nc1ccccc1	0.1	0.0	-4	6
COc1cccc(C2C3=C(CCCC3=O)NC3=C2C(=O)c2ccccc23)c1 (stereo unspecified)	-0.2	-0.6	4	6
CCc1ccccc1-n1c(SCC(=O)N(CC)c2cccc(C)c2)nc2[nH]ncc2c1=O	0.0	0.2	-14	15
COc1ccc(-c2nc(N3CCCC3)nc3nn4c(C)c(CCC(=O)O)c(C)nc4c23)cc1	0.0	-0.3	20	6
CCOC(=O)c1c(NC(=O)c2ccc(S(=O)(=O)N(CC)CC)cc2)sc2c1CCN(CC)C2	0.1	0.5	11	-12
CCN1CCC(N(Cc2ccco2)C(=O)Nc2cccc(C(F)(F)F)c2)CC1	-0.3	-0.3	2	-18
COc1cc(C(=O)NCCc2c(C)[nH]c3ccccc23)cc(OC)c1OC	0.0	-1.4	9	-6
CC(C)(C)C(=O)NC1CCN(c2nc(-c3ccc(Cl)cc3)cs2)CC1	0.1	-0.7	2	2
Cc1cc(=O)n2nc(N3CCCC(C(=O)NC4CCCc5ccccc54)C3)sc2n1 (stereo unspecified)	0.9	-0.5	-14	-9
CCC(=O)N1CCc2cc(Br)cc(S(=O)(=O)N3CCCCCC3)c21	-0.1	0.8	-8	3
COc1ccc(C(=O)N/C(=C\c2ccccc2)C(=O)NC(CC(C)C)C(=O)O)cc1 (stereo unspecified)	0.3	-0.9	20	-3
Cc1cc(C)cc(NC(=O)CSc2nc3sc(C)cc3c(=O)n2C)c1	-0.2	1.5	2	-4
Cc1cnc(-c2ccc(N3CCOCC3)nc2)nc1NCCN(C(C)C)C(C)C	0.0	0.8	7	7
O=C1CCC(C(=O)OC(C(=O)Nc2ccc(Cl)c(C(F)(F)F)c2)c2ccccc2)N1 (stereo unspecified)	0.0	-2.2	1	-2
O=C(CSc1ncnc2c1oc1ccccc12)Nc1cccc(F)c1	0.0	-0.8	4	-5
CC(C)[C@H](NC(=O)c1ccccc1F)C(=O)Nc1ccc2c(c1)OCO2	0.0	0.4	-6	-6
CN(C(=O)COc1ccccc1)c1nc(-c2ccccc2)cs1	0.6	1.7	2	4
CC(C)NC(=O)Nc1ccc(CN2CCN(C)CC2)cc1	-0.1	2.4	-5	5
Cc1ccccc1/C=C1\SC(=S)N(CCC(=O)O)C1=O	-0.2	1.6	-4	0
CCN1/C(=C/C(C)=O)Sc2c1ccc1ccccc21	-0.5	-1.7	-3	-12
C#C[C@]1(O)CCC2C3CCC4=Cc5oncc5C[C@]4(C)C3CC[C@@]21C (stereo partly specified)	-0.1	0.9	-2	-29
O=C(CCS(=O)(=O)c1ccccc1)Nc1nc(-c2nc3ccccc3s2)cs1	0.3	0.0	12	2
COCCn1c(=S)[nH]c2cc(C(=O)NCCC(C)C)ccc2c1=O	0.0	-0.7	-2	5
CN1CCCN(C(=O)c2nc3sccn3c2CN2C[C@]3(C)C[C@H]2CC(C)(C)C3)CC1	0.0	1.2	1	-7
CC(C)(C)n1nc2c(c1NC(=O)CSCc1ccccc1)CSC2	0.1	1.0	11	7
Cc1ccc(OCc2nnc(SCC(=O)Nc3nccs3)n2C)cc1	0.4	1.2	-7	-6
CC1(C)Cc2c(sc3nc(SCC#N)n(-c4ccccc4)c(=O)c23)CO1	0.7	-0.1	-8	-10
COc1ccc2c(CNC3CCCCCCC3)c(C(=O)O)n(C)c2c1	0.1	-1.6	6	9
O=C(Nc1ccc(S(=O)(=O)N2CCOCC2)cc1)c1ccccc1[N+](=O)[O-]	0.1	-0.3	9	-1
Cc1nn(CC(=O)NCCCN2CCCC2=O)c(=O)c2cc3occc3n12	0.0	1.8	-3	-5
COc1ccc(C(=O)Nc2cccc3nsnc23)cc1OC	0.2	-4.2	13	-78
CC(C)n1cnc2c(N)nc(-c3ccc(C(=O)NC4CC4)cc3)nc21	0.1	0.2	-6	-11
Cc1c(NC(=O)CSc2nnnn2-c2ccc(C(=O)O)cc2)c(=O)n(-c2ccccc2)n1C	-0.2	0.1	0	-5

2 entries from above, with values under each structure.
Every second line gives: FBW7 activator | GPR151 ag | MITF primary | TEAD-YAP block
- COCCCNCCOCCOc1ccc(C(C)C)cc1
  -0.1 | 0.0 | 30 | -3
- O=C(NNC(=O)C1Cc2ccccc2CN1C(=O)c1ccco1)c1ccc(Cl)cc1 (stereo unspecified)
  -0.1 | 1.4 | 1 | 9

Bioassay records from PubChem BioAssay.
